# TcdB GH inh: TcdB glycohydrolase inhibitors, primary screen, biochemical, single point, plate reader; inhibition, % at 9.99 µM; TcdB glycohydrolase enzymatic assay; Toxin B (Clostridioides difficile), P18177; actives 0.24% (n = 350,000); in the data active = inhibition above about 10%
# Target sequence (P18177 whole entry, looked up): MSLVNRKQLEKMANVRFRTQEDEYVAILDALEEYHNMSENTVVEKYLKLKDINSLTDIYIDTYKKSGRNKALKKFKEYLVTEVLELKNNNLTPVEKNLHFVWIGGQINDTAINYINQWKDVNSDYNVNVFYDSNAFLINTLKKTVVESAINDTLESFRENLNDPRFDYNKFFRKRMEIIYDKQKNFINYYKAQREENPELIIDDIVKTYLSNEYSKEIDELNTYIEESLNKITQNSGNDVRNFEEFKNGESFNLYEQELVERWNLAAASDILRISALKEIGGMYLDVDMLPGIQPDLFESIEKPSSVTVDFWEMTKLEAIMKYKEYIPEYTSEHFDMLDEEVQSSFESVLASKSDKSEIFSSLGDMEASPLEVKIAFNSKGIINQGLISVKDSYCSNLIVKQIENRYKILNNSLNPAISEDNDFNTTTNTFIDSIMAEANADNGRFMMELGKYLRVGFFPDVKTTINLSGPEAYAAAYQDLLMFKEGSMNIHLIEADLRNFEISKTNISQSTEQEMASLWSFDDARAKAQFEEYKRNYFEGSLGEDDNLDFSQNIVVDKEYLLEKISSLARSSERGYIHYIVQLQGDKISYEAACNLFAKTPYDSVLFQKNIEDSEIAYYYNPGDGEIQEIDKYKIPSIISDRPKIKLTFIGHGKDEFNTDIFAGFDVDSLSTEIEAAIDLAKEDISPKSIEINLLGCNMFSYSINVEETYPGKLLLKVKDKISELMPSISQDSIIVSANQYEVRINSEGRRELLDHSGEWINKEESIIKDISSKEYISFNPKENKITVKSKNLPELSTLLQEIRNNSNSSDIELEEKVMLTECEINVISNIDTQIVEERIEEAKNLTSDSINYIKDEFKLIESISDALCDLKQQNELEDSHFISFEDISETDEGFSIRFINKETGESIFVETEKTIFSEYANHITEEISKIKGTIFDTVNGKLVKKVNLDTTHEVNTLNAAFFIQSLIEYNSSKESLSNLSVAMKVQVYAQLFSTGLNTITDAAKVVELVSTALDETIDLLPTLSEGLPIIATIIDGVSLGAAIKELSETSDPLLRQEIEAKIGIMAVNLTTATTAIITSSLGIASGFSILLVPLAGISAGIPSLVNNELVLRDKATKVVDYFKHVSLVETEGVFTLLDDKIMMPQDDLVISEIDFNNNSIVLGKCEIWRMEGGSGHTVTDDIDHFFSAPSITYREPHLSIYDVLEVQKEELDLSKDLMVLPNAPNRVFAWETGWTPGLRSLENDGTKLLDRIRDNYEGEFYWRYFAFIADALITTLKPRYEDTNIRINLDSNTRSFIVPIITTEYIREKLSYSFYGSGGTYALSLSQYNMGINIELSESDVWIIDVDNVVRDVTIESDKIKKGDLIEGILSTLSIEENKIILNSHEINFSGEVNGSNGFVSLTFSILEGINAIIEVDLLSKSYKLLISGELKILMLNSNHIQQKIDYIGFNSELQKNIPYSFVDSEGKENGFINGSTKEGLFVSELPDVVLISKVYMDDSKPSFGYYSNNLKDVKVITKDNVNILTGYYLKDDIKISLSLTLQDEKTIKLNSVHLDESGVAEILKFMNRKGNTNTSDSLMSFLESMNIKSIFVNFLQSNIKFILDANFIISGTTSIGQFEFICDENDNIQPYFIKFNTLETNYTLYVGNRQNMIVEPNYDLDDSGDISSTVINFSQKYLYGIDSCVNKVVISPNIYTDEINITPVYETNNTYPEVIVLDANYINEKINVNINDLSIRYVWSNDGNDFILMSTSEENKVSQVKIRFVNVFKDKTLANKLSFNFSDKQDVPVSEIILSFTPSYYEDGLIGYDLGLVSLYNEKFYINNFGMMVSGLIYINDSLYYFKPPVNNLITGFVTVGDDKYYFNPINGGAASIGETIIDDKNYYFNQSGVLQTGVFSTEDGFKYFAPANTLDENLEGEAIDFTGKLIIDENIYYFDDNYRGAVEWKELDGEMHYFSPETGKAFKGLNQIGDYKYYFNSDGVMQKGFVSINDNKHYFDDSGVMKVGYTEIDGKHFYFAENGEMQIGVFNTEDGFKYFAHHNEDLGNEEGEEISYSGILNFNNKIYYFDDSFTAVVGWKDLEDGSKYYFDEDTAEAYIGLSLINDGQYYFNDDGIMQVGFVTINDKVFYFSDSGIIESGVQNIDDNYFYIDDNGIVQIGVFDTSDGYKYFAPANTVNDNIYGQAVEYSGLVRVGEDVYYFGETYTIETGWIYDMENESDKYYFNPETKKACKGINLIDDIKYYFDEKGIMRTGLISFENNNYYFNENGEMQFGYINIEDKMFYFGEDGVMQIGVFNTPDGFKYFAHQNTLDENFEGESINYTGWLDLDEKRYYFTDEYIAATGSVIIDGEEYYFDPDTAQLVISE
# The depositor's hits bear a star; & = joins results of further samples. Only part of the results is shown (hit frequency here may not be typical).
molecule,TcdB GH inh
C[C@H](CO)N1C[C@H](C)[C@@H](CN(C)C(=O)Nc2cccc3ccccc23)Oc2c(NC(=O)c3cnccn3)cccc2C1=O,1.6
CNC[C@@H]1Oc2ccc(NC(=O)NC3CCCCC3)cc2C(=O)N([C@H](C)CO)C[C@H]1C,-0.1
CCCC#Cc1ccc([C@H]2[C@H](CO)N3C(=O)CN(C(=O)Nc4cc(F)ccc4F)C[C@@H]23)cc1,0.4
COc1ccc(NC(=O)Nc2ccc3c(c2)CC(=O)N([C@H](C)CO)C[C@@H](C)[C@@H](CN(C)C(=O)Nc2ccc(F)cc2)O3)cc1,-8.1
Cc1ccc(-c2ccc([C@@H]3[C@@H](CO)N4C(=O)CN(C(=O)c5ccc(F)cc5)C[C@H]34)cc2)cc1,-1.0
C[C@@H]1CN([C@@H](C)CO)C(=O)c2cc(NS(=O)(=O)c3ccccc3)ccc2O[C@@H](C)CCCCO[C@H]1CN(C)C(=O)CCC(F)(F)F,0.5
C[C@@H]1CN([C@H](C)CO)C(=O)Cc2cc(NC(=O)Nc3ccccc3)ccc2O[C@H]1CN(C)S(C)(=O)=O,-0.3
C[C@@H]1CN([C@@H](C)CO)S(=O)(=O)c2ccc(C3=CCCCC3)cc2O[C@@H]1CN(C)C(=O)C1CC1,0.6
O=C(C[C@@H]1CC[C@H]2[C@@H](COC[C@H](O)CN2C(=O)c2ccccc2F)O1)NCc1ccc(-c2ccccc2)cc1,-0.4
COc1ccc(C#Cc2ccc3c(c2)[C@]2(C(=O)N3)[C@H](c3ccc(OCCO)cc3)N3[C@H](c4ccccc4)[C@H](c4ccccc4)OC(=O)[C@H]3[C@@H]2C(N)=O)cc1,-0.3
N#C[C@H]1[C@@H](c2ccccc2C2=CCCC2)[C@H](CO)N1C(=O)c1cccc(F)c1,1.1
C[C@@H]1CCCCO[C@@H](CN(C)Cc2ccncc2)[C@H](C)CN([C@@H](C)CO)C(=O)c2cc(N(C)C)ccc2O1,-28
CCC(=O)N(C)C[C@@H]1Oc2cc(-c3ccc(OC)cc3)ccc2S(=O)(=O)N([C@@H](C)CO)C[C@@H]1C,0.9
C[C@H](CO)N1C[C@H](C)[C@@H](CN(C)Cc2ccncc2)OCCCC[C@H](C)Oc2ccc(NS(=O)(=O)c3ccc(F)cc3)cc2C1=O,-1.3
CNC(=O)C[C@@H]1CC[C@H]2[C@@H](COc3ccc(NC(=O)Nc4cccc(C)c4)cc3C(=O)N2C)O1,-0.1
CC(=O)NC[C@@H]1[C@H](c2ccccc2)[C@H](CO)N1C(=O)Cc1cccnc1,-2.3
CCCNC(=O)N[C@@H]1CC[C@H](CC(=O)NC2CCCCC2)O[C@H]1CO,0.7
C[C@H](CO)N1C[C@H](C)[C@H](CN(C)S(=O)(=O)c2ccc(Cl)cc2)Oc2ccc(NC(=O)Nc3ccc(F)cc3)cc2CC1=O,-0.7
CNC[C@H]1Oc2ccc(NC(=O)Nc3ccc4c(c3)OCO4)cc2C(=O)N([C@@H](C)CO)C[C@@H]1C,1.3
C[C@H](CO)N1C[C@H](C)[C@H](CN(C)CC2CC2)Oc2c(NC(=O)CCCCCC(=O)Nc3ccccc3N)cccc2C1=O,0.1
CCC(=O)N1CC2(C1)[C@H](c1ccccc1)[C@@H](CO)N2S(=O)(=O)Cc1ccccc1,0.4
CCC(=O)N1C[C@H](C)[C@H](OC)CN(C)C(=O)c2cc(NC(=O)Nc3ccccc3)ccc2OC[C@H]1C,0.0
CN(C)C(=O)C[C@@H]1CC[C@H]2[C@@H](COC[C@@H](O)CN2CC2CCCCC2)O1,-3.1
C[C@@H]1CN([C@H](C)CO)C(=O)c2cccc(NC(=O)CCCCCC(=O)Nc3ccccc3N)c2O[C@@H]1CN(C)C(=O)Nc1ccc2c(c1)OCO2,0.9
COc1ccc(NC(=O)N(C)C[C@@H]2Oc3c(NS(=O)(=O)c4cn(C)cn4)cccc3C(=O)N([C@@H](C)CO)C[C@H]2C)cc1,0.7

# Part of the list above, as labelled records:
canonical_smiles: C[C@H](CO)N1C[C@H](C)[C@@H](CN(C)Cc2ccncc2)OCCCC[C@H](C)Oc2ccc(NS(=O)(=O)c3ccc(F)cc3)cc2C1=O
  TcdB GH inh = -1.3

canonical_smiles: CNC(=O)C[C@@H]1CC[C@H]2[C@@H](COc3ccc(NC(=O)Nc4cccc(C)c4)cc3C(=O)N2C)O1
  TcdB GH inh = -0.1

canonical_smiles: CC(=O)NC[C@@H]1[C@H](c2ccccc2)[C@H](CO)N1C(=O)Cc1cccnc1
  TcdB GH inh = -2.3

canonical_smiles: CCCNC(=O)N[C@@H]1CC[C@H](CC(=O)NC2CCCCC2)O[C@H]1CO
  TcdB GH inh = 0.7

# The list goes on.
molecule,TcdB GH inh
COc1ccc(NC(=O)N2CC(=O)N3[C@H](CO)[C@@H](c4ccc(C5=CCCC5)cc4)[C@@H]3C2)cc1,-0.5
Cc1noc(C)c1NC(=O)Nc1ccc2c(c1)C(=O)N([C@@H](C)CO)C[C@@H](C)[C@@H](CN(C)C(=O)Nc1ccccc1)OCCCC[C@@H](C)O2,-0.6
COCCN(C[C@@H]1[C@@H](c2ccccc2)[C@@H](CO)N1C(C)=O)C(=O)c1ccncc1,-1.3
COCC#Cc1ccc([C@@H]2[C@@H](CO)N3C(=O)CN(C(=O)C4CCC4)C[C@@H]23)cc1,0.6
C[C@H](CO)N1C[C@H](C)[C@H](CN(C)Cc2ccc(C(F)(F)F)cc2)OCCCC[C@H](C)Oc2ccc(NC(=O)NC3CCCCC3)cc2C1=O,-1.4
O=C(C[C@@H]1CC[C@H](NC(=O)c2ccncc2)[C@H](CO)O1)NCc1ccncn1,0.7
C[C@H]1CN([C@@H](C)CO)C(=O)c2cc(C#CCC3CCCC3)cnc2O[C@@H]1CN(C)Cc1ccccn1,0.3
C[C@H](CO)N1C[C@H](C)[C@@H](CN(C)Cc2ccc(Oc3ccccc3)cc2)Oc2ccc(NC(=O)CCCN(C)C)cc2CC1=O,-0.3
CO[C@@H]1CN(C)C(=O)c2cc(NC(=O)C3CCC3)ccc2OC[C@@H](C)N(C(=O)NC(C)C)C[C@H]1C,0.2
CCNC(=O)[C@H]1[C@H](CO)[C@H]2Cn3c(ccc(-c4ccccc4)c3=O)[C@H]2N1C(=O)Cc1cccnc1,0.5
CCC(=O)N(C)C[C@@H]1Oc2ncc(C#Cc3ccc(OC)cc3)cc2C(=O)N([C@@H](C)CO)C[C@@H]1C,0.9
CC(C)NC(=O)N1Cc2cc(C(=O)NC3CCCCC3)nc(-c3cccc(-c4cccnc4)c3)c2[C@H]1CCO,-0.7
C[C@@H]1CN([C@@H](C)CO)C(=O)Cc2cc(NC(=O)Cc3ccccc3)ccc2O[C@H]1CN(C)CC1CCCCC1,0.7
C[C@@H]1CN([C@@H](C)CO)C(=O)Cc2cc(NS(=O)(=O)c3ccccc3)ccc2O[C@H]1CN(C)Cc1ccccc1,0.4
Cc1noc(C)c1NC(=O)Nc1ccc2c(c1)C(=O)N([C@H](C)CO)C[C@H](C)[C@H](CN(C)CC1CC1)O2,0.5
C[C@@H]1CN([C@H](C)CO)C(=O)c2cc(NC(=O)CCC(F)(F)F)ccc2O[C@H]1CN(C)S(=O)(=O)c1ccccc1,0.2
C[C@H]1CN([C@@H](C)CO)C(=O)c2cccc(NC(=O)Nc3ccc(F)cc3)c2O[C@@H]1CN(C)C,0.5
C[C@H](NC(=O)C[C@@H]1C[C@@H]2c3cc(NC(=O)C4CCOCC4)ccc3O[C@@H]2[C@@H](CO)O1)c1ccccc1,-0.3
C[C@@H]1CN([C@H](C)CO)C(=O)c2cc(NC(=O)Cc3ccccc3)ccc2O[C@@H](C)CCCCO[C@@H]1CN(C)C(=O)c1ccncc1,-0.6
O=C(c1ccc2c(c1)OCO2)N1CC[C@@H]2[C@H]1c1cc(-c3ccc(F)cc3)ccc1N[C@@H]2CO,1.1
C[C@H](CO)N1C[C@H](C)[C@@H](CN(C)CC2CCOCC2)Oc2ncc(C#Cc3ccccc3)cc2C1=O,0.9
C[C@H]1CN([C@@H](C)CO)C(=O)Cc2cc(NS(=O)(=O)c3ccccc3)ccc2O[C@@H]1CN(C)C,0.4
C[C@H](O)C#Cc1cnc2c(c1)C(=O)N([C@H](C)CO)C[C@H](C)[C@@H](CN(C)C(=O)c1ccncc1)O2,0.0
CC(C)C#Cc1ccc2c(c1)O[C@@H](CN(C)Cc1ccccc1)[C@H](C)CN([C@@H](C)CO)S2(=O)=O,0.7
C[C@@H]1CN([C@H](C)CO)C(=O)c2cccc(NC(=O)c3ccncc3)c2O[C@H]1CN(C)CC1CCCCC1,0.1

# Looked up by structure from the entries so far (two):
molecule,TcdB GH inh
COc1ccc(NC(=O)N2CC(=O)N3[C@H](CO)[C@@H](c4ccc(C5=CCCC5)cc4)[C@@H]3C2)cc1,-0.5
C[C@H]1CN([C@@H](C)CO)C(=O)Cc2cc(NS(=O)(=O)c3ccccc3)ccc2O[C@@H]1CN(C)C,0.4

# (cont.)
molecule,TcdB GH inh
Cc1ccc(S(=O)(=O)Nc2ccc3c(c2)C(=O)N([C@@H](C)CO)C[C@@H](C)[C@H](CN(C)C(=O)NC2CCCCC2)OCCCC[C@H](C)O3)cc1,-0.3
Cc1noc(C)c1S(=O)(=O)Nc1ccc2c(c1)CC(=O)N([C@@H](C)CO)C[C@H](C)[C@@H](CN(C)Cc1ccccc1)O2,0.8
CC=Cc1ccc2n(c1=O)C[C@H]1[C@H](CO)[C@@H](C(=O)NCC3CC3)[C@@H]2N1C(=O)CC (mixture of isomers),-1.1
CN1[C@@H]2c3ccc(/C=C/c4ccccc4)c(=O)n3C[C@@H]2[C@@H](CO)[C@@H]1C(=O)N1CCOCC1,-0.5
Cc1cccc(S(=O)(=O)N2C[C@H](O)COC[C@H]3O[C@@H](CC(=O)Nc4ccccc4)CC[C@@H]32)c1,-0.1
C/C=C/c1cnc2c(c1)C(=O)N([C@@H](C)CO)C[C@@H](C)[C@H](CN(C)Cc1ccncc1)O2,0.1
C[C@H](CO)N1C[C@H](C)[C@@H](CN(C)S(C)(=O)=O)Oc2ccc(NS(=O)(=O)c3ccc(F)cc3)cc2CC1=O,0.5
O=C(Nc1ccc(F)cc1)N1CC(=O)N2[C@H](C1)[C@@H](c1ccc(-c3cccc(F)c3)cc1)[C@@H]2CO,-0.1
CCCNC(=O)N(C)C[C@@H]1Oc2ncc(C#Cc3ccncc3)cc2C(=O)N([C@@H](C)CO)C[C@H]1C,0.6
C[C@@H]1CCCCO[C@@H](CN(C)C)[C@H](C)CN([C@@H](C)CO)C(=O)c2cc(NS(=O)(=O)c3cccs3)ccc2O1,0.5
CCc1cccc(NC(=O)O[C@H]2[C@H](OC(=O)Nc3ccccc3-c3ccccc3)[C@H](OC(=O)Nc3ccccc3-c3ccccc3)[C@@H](OC)O[C@@H]2CO)c1,-1.0
O=C(N[C@H]1CC[C@@H](CCn2cc(-c3ccccn3)nn2)O[C@@H]1CO)c1ccc(F)cc1,-0.8
CO[C@H]1CN(C)C(=O)c2cc(NC(C)=O)ccc2OC[C@@H](C)N(C(=O)Cc2ccccn2)C[C@H]1C,-0.4
CC(C)NC(=O)N(C)C[C@@H]1Oc2ncc(C#CCc3ccccc3)cc2C(=O)N([C@H](C)CO)C[C@@H]1C,-0.7
C[C@@H]1CN([C@@H](C)CO)C(=O)c2cc(NS(=O)(=O)c3cccs3)ccc2O[C@H]1CN(C)CC1CCCCC1,-1.1
COc1ccc2c3c([nH]c2c1)[C@H](CO)N(C(=O)CC1CC1)CC31CN(Cc2ccncc2)C1,1.0
C/C=C/c1cnc2c(c1)C(=O)N([C@H](C)CO)C[C@@H](C)[C@@H](CN(C)C(=O)c1ccc3c(c1)OCO3)O2,0.6
CN(C)C(=O)c1cccc(-c2ccc([C@H]3[C@H](CO)N4CCCCN(C(=O)C5CCCC5)C[C@@H]34)cc2)c1,-0.3
C[C@@H]1CN([C@H](C)CO)C(=O)c2cc(NS(=O)(=O)c3ccc(Cl)cc3)ccc2O[C@@H](C)CCCCO[C@@H]1CN(C)Cc1ccncc1,-0.3
Cc1ccc(-c2cnc3c(c2)C(=O)N([C@@H](C)CO)C[C@H](C)[C@@H](CN(C)C)O3)cc1,-0.4
C[C@@H]1CN([C@H](C)CO)C(=O)Cc2cc(NC(=O)Nc3cccc4ccccc34)ccc2O[C@H]1CN(C)Cc1ccc(C(=O)O)cc1,-6.0
COc1ccc(NC(=O)N(C)C[C@H]2OCCCC[C@@H](C)Oc3ccc(NS(=O)(=O)c4cn(C)cn4)cc3C(=O)N([C@@H](C)CO)C[C@@H]2C)cc1,-0.5
O=C(c1cnccn1)N1CC2(C1)[C@H](c1ccccc1)[C@H](CO)N2C(=O)c1ccccc1,-0.1
COc1ccc(S(=O)(=O)N(C)C[C@@H]2Oc3ccc(NS(=O)(=O)c4ccc(C)cc4)cc3C(=O)N([C@@H](C)CO)C[C@H]2C)cc1,0.8
C[C@@H]1CCCCO[C@@H](CN(C)Cc2ccccc2)[C@@H](C)CN([C@H](C)CO)C(=O)c2cc(NS(=O)(=O)c3ccc(Cl)cc3)ccc2O1,0.2
N#Cc1ccc(-c2ccc(C3[C@@H]4CN(C(=O)C5CCC5)C[C@H]3N4)cc2)cc1 (stereo partly specified),-0.3&0.4
COC(=O)[C@@H]1[C@@H](CO)[C@@H]2Cn3c(cccc3=O)[C@H]1N2C(=O)C1CCC1,0.7
C[C@@H]1CN([C@H](C)CO)C(=O)c2cccc(NC(=O)C3CC3)c2O[C@H]1CN(C)Cc1ccc(C(=O)Nc2ccccc2N)cc1,-0.2
C/C=C/c1cnc2c(c1)C(=O)N([C@H](C)CO)C[C@@H](C)[C@H](CN(C)C(=O)Cc1ccccc1)O2,0.9
COc1ccccc1-c1cnc2c(c1)C(=O)N([C@@H](C)CO)C[C@@H](C)[C@H](CN(C)Cc1cncnc1)O2,0.0

# Assay outcomes (PubChem)
